# From PubChem
# Sm TGR inh = qHTS Assay for the Inhibitors of Schistosoma Mansoni Peroxiredoxins | Schistosoma mansoni thioredoxin glutathione reductase (TGR), Q962Y6 | purified TGR, DTNB reduction, TNB absorbance 405 nm | Potency, µM (series often up to 114 µM), for the others: at the top dose activity change, negative = inhibition, usual class: inhibitors | hit rate 3% among 360,000 | AID 485364, 2010; note: potency is the fitted concentration of half-maximal effect; nearly all actives have a fitted effect of over 60% in size
#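 First, TGR (20 nM dispensed) and NADPH were mixed with compound. Second, a 15 min room-temperature incubation followed. Third, further NADPH and then DTNB were added to start the reaction. Finally, TNB absorbance was monitored kinetically.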
# AmpC detergent = qHTS Inhibitors of AmpC Beta-Lactamase (assay with detergent); Potency, µM (highest dose often 114 µM), without a hit: top-dose activity change, negative = inhibition, hits mostly inhibitors; hit rate 0.041% among 370,000; AmpC hydrolysis of nitrocefin, absorbance 480 nm, 0.01% Triton; P00811;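 note: potency is the fitted concentration of half-maximal effect; 0% = no-compound wells and -100% = no-enzyme wells; nearly all actives have a fitted effect of over 25% in size; some results filed as inactive show a strong effect at the top dose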
# Target sequence (P00811 whole entry, looked up): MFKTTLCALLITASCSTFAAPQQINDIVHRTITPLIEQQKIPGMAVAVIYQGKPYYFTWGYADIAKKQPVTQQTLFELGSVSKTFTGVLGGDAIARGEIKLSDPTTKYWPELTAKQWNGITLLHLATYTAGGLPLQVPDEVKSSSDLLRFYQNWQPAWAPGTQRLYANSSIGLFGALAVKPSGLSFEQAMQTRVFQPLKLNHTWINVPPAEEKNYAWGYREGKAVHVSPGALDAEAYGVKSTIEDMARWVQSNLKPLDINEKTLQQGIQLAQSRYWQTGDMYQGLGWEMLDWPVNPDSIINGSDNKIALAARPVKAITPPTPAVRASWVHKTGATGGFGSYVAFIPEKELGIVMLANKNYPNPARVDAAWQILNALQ
#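 AmpC (5.3 nM in the dispensed reagent) in 20 mM phosphate pH 7.0 with 0.01% (detergent screen) or 0.0001% Triton X-100 was preincubated with compounds for 15 min at room temperature. Nitrocefin was then added from an 800 uM solution, and hydrolysis was followed at 480 nm.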
# HCMV inh = qHTS Assay for inhibitors of the human cytomegalovirus (HCMV). hit rate 4.5% among 410,000. activity change, negative = inhibition, % at 57.5 µM. HFF cells, HCMV-luciferase reporter, 72 h; hits give low values; in the data active = activity change below about -60%; inconclusive = no clear call, values can overlap the other calls; inactive = above about -39%
#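 Two-dose cell screen: HFF monolayers treated with compounds and infected with luciferase-expressing HCMV at 1 PFU/cell, 72 h at 37C, then lysed for luciferase measurement.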
# Giardia FBPA inh = qHTS Assay for Inhibitors of Fructose-1,6-bisphosphate Aldolase from Giardia Lamblia | Potency, µM (highest dose often 59.6 µM), inactives show at the highest dose activity, negative = inhibition, most hits filed as inhibitors | purified Giardia FBPA | hit rate 0.71% among 290,000 | A8B2U2; note: potency is the fitted concentration of half-maximal effect; nearly all actives have a fitted effect of over 55% in size
# Target sequence (A8B2U2 whole entry, looked up): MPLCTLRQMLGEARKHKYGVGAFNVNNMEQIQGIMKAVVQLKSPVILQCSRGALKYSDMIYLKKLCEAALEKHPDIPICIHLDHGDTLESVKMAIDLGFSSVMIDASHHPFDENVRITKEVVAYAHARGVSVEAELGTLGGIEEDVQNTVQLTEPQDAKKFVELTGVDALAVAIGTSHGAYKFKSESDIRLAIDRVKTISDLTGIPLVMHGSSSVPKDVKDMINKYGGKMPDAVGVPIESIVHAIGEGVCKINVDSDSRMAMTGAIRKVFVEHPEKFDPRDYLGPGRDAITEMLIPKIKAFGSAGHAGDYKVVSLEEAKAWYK
#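 40 nM FBPA preincubated 10 min at RT with compound (up to 57.5 uM final), then substrate plus GAPDH/TPI/NAD/arsenate coupling and diaphorase/resazurin added. Fluorescence read after 20 min at RT, 525/598 nm.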
# HCV inhibitor = qHTS Assay for Inhibitors of Hepatitis C Virus (HCV) | Potency, µM (series often up to 41.8 µM), without a hit: at the top dose activity change, negative = inhibition, most hits filed as inhibitors | hit rate 3.4% among 340,000 | Huh7.5.1 HCVcc-Cre infection, luciferase reporter, 44 h; note: potency is the fitted concentration of half-maximal effect
#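 Whole-lifecycle infectious HCVcc-Cre system; cells 1,000/well, compound then virus (~0.5 moi) added 4 h after plating, 44 h culture. Luciferase read 15 sec following 15 min substrate incubation, room temp.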
# AmpC no deterg = qHTS Inhibitors of AmpC Beta-Lactamase (assay without detergent); P00811; AmpC nitrocefin hydrolysis, absorbance 480 nm, 0.0001% Triton; Potency, µM (highest dose often 57.1 µM), inactives show at the top dose activity change, negative = inhibition, usual class: inhibitors; hit rate 0.52% among 330,000; AID 485341, 2010;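 note: potency is the fitted concentration of half-maximal effect; plate controls were no compound for no effect and no enzyme for full effect; nearly all actives have a fitted effect of over 20% in size; some results filed as inactive show a strong effect at the top dose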
#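 20 mM phosphate pH 7.0 + 0.01% (detergent screen) or 0.0001% Triton X-100; 5.3 nM AmpC reagent; cpd preinc 15 min RT; nitrocefin (800 uM stock) to start; A480 q20 s × 4 min; Activity was normalised to no-enzyme and no-compound control wells.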
# Starred values were filed as active, the others as inactive; ? = inconclusive; . = not tested or not shown; [ ] = another dose, or the depositor's remark. Unless noted, calls come from the whole dose curve; as a rule, active = well fitted curve in the direction sought with a large enough effect; inconclusive = small, poorly fitted or top-dose-only effect, or another doubt; inactive = no such curve, though single readings can be large; an effect the other way counts as inactive or inconclusive. Unless noted, % is set by controls: 0 for no effect and ±100 for the full control effect.
SMILES,Sm TGR inh,AmpC detergent,HCMV inh,Giardia FBPA inh,HCV inhibitor,AmpC no deterg
Cc1ccc(S(=O)(=O)Nc2c(C)n(C)n(-c3ccccc3)c2=O)cc1C(=O)OCC(=O)N1CCCC(C)C1 (configuration not stated),9%,-1%,6,-1%,-1%,63%[activator]
CCOC(=O)c1c(NC(=O)COc2ccc(OC)cc2)sc(C(=O)N(CC)CC)c1C,1%,-3%,-33,.,.,.
Cc1ccc(OCC(=O)N/N=C2\CC(=O)CC(C)(C)C2)c(Br)c1,-20%,?,-26,.,6%,-4%
Cc1noc(C)c1C(=O)OCC(=O)Nc1ncc(C(F)(F)F)cc1Cl,.,.,-17,.,7%,-20%
O=C(Nc1cccc(Cl)c1)NC1(C(=O)NCc2cccs2)CCCCC1,-5%,-3%,-20,0%,-14%,?
Cc1ccccc1C(=O)NNC(=O)C(C)N1C(=O)c2ccccc2C1=O (configuration not stated),-21%,-1%,45,5%,10%,-4%
O=C(CCCCCNc1nc(=S)[nH]c2ccccc12)NCCc1ccccc1,1%,-12%,-31,5%,?,-31%
CCOC(=O)c1cn(CC)c2cc(N3CCSCC3)c(F)cc2c1=O,36%[activator],-5%,22,7%,-21%,-18%
COc1cc(NC(=O)C2CCN(S(=O)(=O)c3ccc4[nH]c(=O)oc4c3)CC2)cc(OC)c1,-2%,-1%,-39,.,17%,-60%
Cc1ccc(CN2C(=O)C(C)Nc3ncnc(N4CCOCC4)c32)cc1 (configuration not stated),-17%,-11%,-3,.,10%,31%
CC(C)CC(=O)NC(=S)N1CCN(c2ccc([N+](=O)[O-])cc2Cl)CC1,-17%,?,-67*,3%,0%,-46%
CN(CC(=O)Nc1ccc(Cl)cc1)C(=O)CNC(=O)c1ccc2ccccc2c1,7%,9%,34,-12%,-9%,60%[activator]
CCN1CCN(c2ccc(NC(=O)c3ccc4c(c3)[nH]c(=O)n4Cc3ccc(OC)cc3)cc2)CC1,-9%,?,?,6%,?,67%[activator]
Cc1ccc(-c2nn(CC(=O)NC3CCCCC3)c3c2cnc2ccccc23)cc1,2%,3%,-4,.,.,.
Cc1nnc(NC(=O)c2ccccc2Br)s1,0%,?,43,2%,20%,-4%
N#Cc1cc(C(=O)c2cc(Br)ccc2O)cn(Cc2ccccc2)c1=O,0%,3%,?,-1%,?,?
CCOC(=O)c1c(-c2ccccc2)csc1NC(=S)N(CC)CC,1%,1%,-11,1%,?,-11%
O=C(COC(=O)c1ccccc1NS(=O)(=O)c1cccs1)NC1CCCCC1,1%,-6%,-20,15%,11%,-26%
CN(C(=O)C1CCN(S(=O)(=O)c2cccc3nonc23)CC1)C1CCCCC1,5%,-4%,12,20%,6%,64%[activator]
O=C(COc1ccc(F)cc1Br)NCC1(N2CCOCC2)CCCCC1,0%,4%,?,.,?,128%[activator]

# In the list so far, four have bromine:
SMILES,Sm TGR inh,AmpC detergent,HCMV inh,Giardia FBPA inh,HCV inhibitor,AmpC no deterg
Cc1ccc(OCC(=O)N/N=C2\CC(=O)CC(C)(C)C2)c(Br)c1,-20%,?,-26,.,6%,-4%
Cc1nnc(NC(=O)c2ccccc2Br)s1,0%,?,43,2%,20%,-4%
N#Cc1cc(C(=O)c2cc(Br)ccc2O)cn(Cc2ccccc2)c1=O,0%,3%,?,-1%,?,?
O=C(COc1ccc(F)cc1Br)NCC1(N2CCOCC2)CCCCC1,0%,4%,?,.,?,128%[activator]

# Later entries
SMILES,Sm TGR inh,AmpC detergent,HCMV inh,Giardia FBPA inh,HCV inhibitor,AmpC no deterg
COC(=O)C1=C(C)N(C)C(C)=C(C(=O)OC)C1c1ccncc1,-4%,?,152,0%,-2%,-2%
Cc1ccccc1C(=O)NNC(=O)c1cccn1C,-21%,-4%,49,.,35%[activator],-5%
O=C(Cn1cccc1)Nc1ccc(OC(F)(F)F)cc1,0%,-10%,10,4%,.,-19%
C[C@]12C=CC(=O)C=C1CC[C@@H]1C2[C@@H](O)C[C@@]2(C)C1CC[C@]2(O)C(=O)COC(=O)CCC(=O)O (some centres not stated),-5%,1%,22,7%,0%,-17%
CCOc1ccc(/C=C/C(=O)c2c(O)cc(C)oc2=O)cc1,-18%,-1%,?,-2%,-6%,-56%
O=C(CSc1nc2ccc(NC(=O)c3ccccc3C(=O)O)cc2s1)Nc1c(Cl)cccc1Cl,-17%,-13%,-5,3%,-28%,-52%
Cc1ccc(NC(=O)[C@@H](c2ccccc2)N2Cc3ccccc3C2=O)cc1,15%,-9%,-7,.,.,.
CCCCCCCNC(=O)C1(CC2CC(c3ccc(Cl)cc3)=NO2)CCN(C(=O)C2(C)CC2)CC1 (configuration not stated),-3%,-13%,.,6%,-3%,205%[activator]
COc1ccccc1-c1nnc(SCC(=O)NCc2c(C)c(Cl)cc(C(C)C)c2O)o1,-3%,-4%,-31,-18%,?,62%[activator]
COc1ccccc1Nc1nc(-c2ccccc2)nc2ccccc12,19%,-14%,?,-1%,10µM*,-29%
CCCN(C(=O)C1=COCCO1)c1c(N)n(Cc2ccccc2)c(=O)[nH]c1=O,2%,-10%,-13,.,5%,-9%
COc1cccc(OCCNS(=O)(=O)c2cccc([N+](=O)[O-])c2)c1,24%,1%,-24,-11%,-4%,-33%
S=c1nc(C2CC2)[nH]c2ccccc12,-14%,?,0,10%,-2%,-42%
O=C(NCC1CCCO1)c1cc(C(=O)c2ccc(Cl)cc2Cl)c[nH]1 (configuration not stated),16%,-15%,228,1%,?,-23%
O=S(=O)(c1ccc(F)cc1)N1CN(Cc2ccco2)c2nc3ccccc3nc21,?,-5%,5,-10%,-15%,-37%
CC(=O)NNc1nc(-c2ccc(C)cc2)cs1,?,3%,-11,-6%,-19%,-17%
CN(C(=O)c1ccccc1)C1(C)CCS(=O)(=O)C1 (configuration not stated),-27%,0%,-7,3%,8%,.
CC(=O)c1ccc(NS(=O)(=O)c2cccc(C(=O)Nc3ccccc3C(=O)O)c2)cc1,?,-18%,22,15%,10%,-31%
CC(=O)N1CCN(c2ccc(NC(=O)COc3ccc(Cl)cc3Cl)cc2)CC1,3%,-10%,-64*,3%,?,150%[activator]
N#CCc1ccccc1C(=O)OCC(=O)N(Cc1ccccc1)Cc1ccccc1,-4%,-20%,7,.,-3%,-14%
COc1ccc(NC(=O)c2ccc3c(=O)n4nc(Nc5cccc(Cl)c5C)sc4nc3c2)cc1,0%,-4%,-14,.,.,.
C=CCn1c(SCC(=O)NC2CCCC2)nc2sc(C)cc2c1=O,-6%,-1%,-20,.,?,-12%
COc1ccc(N(CC(=O)Nc2ccc(F)c(F)c2)S(=O)(=O)c2c(C)[nH]c(=O)[nH]c2=O)cc1,-14%,-7%,0,.,2%,-34%
COc1ccc(Cc2nnc(NC(=O)c3ccccc3F)s2)cc1,5%,-8%,-28,20%,8%,-7%
Cn1c(=O)n(C)c2cc(NC(=O)c3cccc([N+](=O)[O-])c3)c(Br)cc21,8%,?,7,-2%,-10%,-10%
CCOCCc1nn2c(=O)cc(COC(=O)CNC(=O)c3cccc(C)c3)nc2s1,18%,13%,21,.,.,.
CC(CCOS(N)(=O)=O)c1ccccc1 (configuration not stated),-4%,-13%,.,-7%,26%,-12%
Cc1ccc(NC(=O)/C(=C\c2ccco2)NC(=O)c2ccco2)cc1,45µM*,-2%,-9,7%,19%,30%
CC(C)c1ccc(N2C(=O)CC(NNC(=O)c3cccnc3)C2=O)cc1 (configuration not stated),55%[activator],-2%,31,0%,-3%,-12%
CCc1ccccc1NC(=O)CN1CCN(C(=O)CNC(=O)c2ccc(-c3ccccc3)cc2)CC1,-3%,0%,-35,.,11µM*,218%[activator]
CC(=O)Nc1ccccc1N(C)S(=O)(=O)c1ccc(C)cc1,-21%,0%,-40,9%,-15%,0%
O=C(Oc1ccc(NC2=C(Cl)C(=O)c3ccccc3C2=O)cc1)c1ccc([N+](=O)[O-])cc1,-16%,-5%,.,-27%,?,-22%
Cc1nc(/N=C(\N)N(C)C)[nH]c(=O)c1C,-6%,-14%,5,-8%,11%,-6%
CN(Cc1cnn(C)c1)Cc1nc(COc2ccccc2)no1,-23%,-3%,50,-1%,8%,8%
CCC(C)c1ccccc1NC(=O)COC(=O)c1ccc2c(c1)S(=O)(=O)c1ccccc1C2=O (configuration not stated),-6%,-11%,-11,0%,34%[activator],-41%
CC[C@@H](C)[C@@H](C(=O)N1CCNCC1)n1cc(CCC(=O)O)nn1,-9%,6%,51,-7%,17%,-1%

# Compounds from the list above with a CF3 group:
SMILES,Sm TGR inh,AmpC detergent,HCMV inh,Giardia FBPA inh,HCV inhibitor,AmpC no deterg
Cc1noc(C)c1C(=O)OCC(=O)Nc1ncc(C(F)(F)F)cc1Cl,.,.,-17,.,7%,-20%
O=C(Cn1cccc1)Nc1ccc(OC(F)(F)F)cc1,0%,-10%,10,4%,.,-19%

# Five entries from above, as tab-separated lines:
structure	Sm TGR inh	AmpC detergent	HCMV inh	Giardia FBPA inh	HCV inhibitor	AmpC no deterg
COc1cc(NC(=O)C2CCN(S(=O)(=O)c3ccc4[nH]c(=O)oc4c3)CC2)cc(OC)c1	-2%	-1%	-39	.	17%	-60%
Cc1ccc(CN2C(=O)C(C)Nc3ncnc(N4CCOCC4)c32)cc1 (configuration not stated)	-17%	-11%	-3	.	10%	31%
CC(C)CC(=O)NC(=S)N1CCN(c2ccc([N+](=O)[O-])cc2Cl)CC1	-17%	?	-67*	3%	0%	-46%
CN(CC(=O)Nc1ccc(Cl)cc1)C(=O)CNC(=O)c1ccc2ccccc2c1	7%	9%	34	-12%	-9%	60%[activator]
CCN1CCN(c2ccc(NC(=O)c3ccc4c(c3)[nH]c(=O)n4Cc3ccc(OC)cc3)cc2)CC1	-9%	?	?	6%	?	67%[activator]
